# Screening results deposited in PubChem BioAssay by Sanford-Burnham Center for Chemical Genomics.
# PfG6PD inh: PfG6PD (Plasmodium falciparum) enzyme inhibition; inhibition, % at 20 µM; 350,000 tested, 0.78% active; PfGluPho enzyme, NADPH resazurin-diaphorase fluorescence;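 active = inhibition reaching at least a set limit at 20 µM in the primary screen, cut at about 59% in these data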;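 note: 0% = DMSO wells with substrate and 100% = DMSO wells lacking glucose-6-phosphate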
# SENP8 block-1: blocks human SENP8 cleavage of Nedd8 substrate; AID 602440; recombinant SENP8, Nedd8 substrate fluorescence; inhibition, % at 20 µM; Q96LD8; 360,000 tested, 0.64% active; in the data active = inhibition mostly above about 40%, no sharp cut-off; inactive = mostly below about 27%
# HKDC1 inh: inhibitors of human hexokinase HKDC1 | AID 493160 | recombinant HKDC1, G6PDH/diaphorase resazurin coupled fluorescence | Q2TB90 | inhibition, % at 20 µM | 340,000 tested, 0.16% active;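 active = inhibition above about 35% when tested at 20 µM, limit read from the data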;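 note: plate controls were DMSO wells with enzyme for no effect and DMSO wells lacking enzyme for full effect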
#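 Assay system – recombinant HKDC1 (HK5) hexokinase enzyme, produced in-house · Input – HKDC1 at 5 µg/mL · Reagent – glucose plus 1 mM ATP as hexokinase substrates · Timing – 90 min reaction incubation at room temperature, dark · Measured by – G6PDH/diaphorase-coupled fluorescence, 1 mM NADP, 100 µM resazurin, 525/613 nm · Benchmarks – DMSO-enzyme wells negative, buffer-substituted wells positive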
# MIN6 prolif: inducers of beta-cell replication in MIN6 cells | MIN6 cells proliferation, ATPlite luminescence, 48 h; cells starved in 0.2% serum; 100% = growth in 10% serum | AID 2380 | proliferation, % at 10 µM | 330,000 tested, 0.29% active;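 active = compounds whose signal lies at least 3.5 SD above the mean of all wells on their plate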;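 note: 0% = DMSO-treated cells in low-serum medium and 100% = 10% serum control; some compounds called inactive have numbers as strong as hits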
# SENP8 block-2: blocks the human protease SENP8; inhibition, % at 10 µM; Q96LD8; 330,000 tested, 1.2% active; AID 2540; purified SENP8, Z-RLRGG-aminoluciferin cleavage, luminescence; in the data active = inhibition above about 50%
# SENP1 inh: inhibitors of human SENP1 SUMO protease catalytic domain; recombinant SENP1 catalytic domain, CyPet-SUMO1-YPet FRET cleavage; Q9P0U3; inhibition, % at 10 µM; 360,000 tested, 0.21% active;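 active = inhibition at least 30% at 10 µM, raw YFP signal under a set limit, fluorescence ratio 0.5 to 1.5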;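 note: 0% = enzyme with DMSO and 100% = no enzyme wells; some results filed as inactive read as strong as hits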
# Target sequence (Q9P0U3 419-644 limits assumed): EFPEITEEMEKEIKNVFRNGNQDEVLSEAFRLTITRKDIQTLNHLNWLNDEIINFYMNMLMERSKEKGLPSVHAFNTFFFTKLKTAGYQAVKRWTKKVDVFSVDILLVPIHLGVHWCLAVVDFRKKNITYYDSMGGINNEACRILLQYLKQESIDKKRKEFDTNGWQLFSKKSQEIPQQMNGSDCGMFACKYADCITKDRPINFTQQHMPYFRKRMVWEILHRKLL
#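 Controls: no-enzyme wells low, DMSO-plus-enzyme wells high control. Test system: human recombinant His6-tagged SENP1 catalytic domain enzyme. Reagent: SFCypet-SUMO1-SFYpet FRET protein substrate, 25 nM final. Doses: one dose per compound, 10 µM, 0.5% DMSO. Detection: FRET, CFP and YFP emission. Timing: 50 min reaction at room temperature.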
# SENP7 block: inhibitors of human SENP7 protease; AID 434973; Q9BQF6; inhibition, % at 5 µM; recombinant SENP7, Z-RLRGG-aminoluciferin luminescence, 40 min; 330,000 tested, 1.5% active;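 active = inhibition above about 50% at the single test dose, limit read from the data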;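 note: plate controls were DMSO with enzyme for no effect and no enzyme buffer wells for full effect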
# Target sequence (Q9BQF6 706-1050 limits assumed): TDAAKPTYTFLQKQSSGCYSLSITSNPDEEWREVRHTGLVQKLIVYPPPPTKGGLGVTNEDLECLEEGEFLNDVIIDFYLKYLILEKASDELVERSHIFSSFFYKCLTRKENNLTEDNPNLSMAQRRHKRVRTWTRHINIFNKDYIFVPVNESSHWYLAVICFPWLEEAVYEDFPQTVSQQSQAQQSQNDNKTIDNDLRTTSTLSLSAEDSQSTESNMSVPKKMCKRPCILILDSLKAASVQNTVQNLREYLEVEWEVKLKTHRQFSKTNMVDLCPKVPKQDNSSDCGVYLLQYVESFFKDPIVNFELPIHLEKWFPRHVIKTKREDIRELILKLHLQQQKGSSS
# SENP6 inh: blocks the human protease SENP6 | Q9GZR1 | Recombinant SENP6 catalytic domain, aminoluciferin luminescence | inhibition, % at 10 µM | 330,000 tested, 1.8% active | AID 2599;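 active = inhibition above about 50% at the single tested dose, limit read from the data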;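 note: plate controls were DMSO wells with enzyme for no effect and DMSO wells lacking enzyme for full effect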
# Target sequence (Q9GZR1 628-1112 limits assumed): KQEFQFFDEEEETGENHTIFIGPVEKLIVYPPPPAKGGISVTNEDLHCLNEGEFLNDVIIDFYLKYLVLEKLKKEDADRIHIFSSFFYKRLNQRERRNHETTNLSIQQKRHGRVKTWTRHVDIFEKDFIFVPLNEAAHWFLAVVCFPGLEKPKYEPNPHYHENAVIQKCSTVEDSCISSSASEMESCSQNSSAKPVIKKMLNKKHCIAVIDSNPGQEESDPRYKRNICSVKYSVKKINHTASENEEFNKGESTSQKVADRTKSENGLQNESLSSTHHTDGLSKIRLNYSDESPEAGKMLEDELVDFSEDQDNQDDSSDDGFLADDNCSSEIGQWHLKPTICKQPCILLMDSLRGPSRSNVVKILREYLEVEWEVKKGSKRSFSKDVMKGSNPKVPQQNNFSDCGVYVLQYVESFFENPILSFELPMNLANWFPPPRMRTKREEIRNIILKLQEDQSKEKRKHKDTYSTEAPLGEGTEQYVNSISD
# UBC13 polyUb: inhibitors of human UBC13 polyubiquitin chain formation. 330,000 tested, 0.47% active. inhibition, % at 20 µM. TR-FRET. AID 485273. P61088; in the data active = inhibition above about 45%, passing the limit was not always enough; inconclusive = no clear call, values can overlap the other calls
# * marks the source's active call; other numbers are inactive results; ? = inconclusive; / = not tested or not shown.
SMILES,PfG6PD inh,SENP8 block-1,HKDC1 inh,MIN6 prolif,SENP8 block-2,SENP1 inh,SENP7 block,SENP6 inh,UBC13 polyUb
CCN(CC)c1ncccc1C(=O)NCc1cccs1,-12,6,-5,-1,-6,2,-12,2,0
CCOC(=O)[C@@H]1[C@H]2COc3ccccc3[C@@H]2N2C(=O)N(c3ccc(Cl)cc3)C(=O)[C@]12C,6,25,-1,1,-8,2,-9,-2,11
COCCN(C(=O)C(C)C)c1nnc(-c2cccc(C)c2)s1,23,1,0,2,-10,0,-1,-6,-2
Fc1ccc(NC(=S)NCc2cccnc2)cc1,-6,24,-8,-2,7,1,6,21,6
Cc1ccc(-n2nc3ccc(NC(=O)c4cccc([N+](=O)[O-])c4C)cc3n2)cc1,-21,-73,-5,-1,-3,-4,-5,11,-15
CCOC(=O)CC(NC(=O)CCc1c(C)nc2nc(C)nn2c1C)c1ccc(C)cc1 (stereo not drawn),-13,10,-3,3,-2,0,0,12,8
Cc1ccc(NC2CCCN(C(=O)c3ccc(C)c(N4CCNC4=O)c3)C2)cc1C (stereo not drawn),0,12,1,-5,10,-1,2,-3,-10
O=C(NNC(=O)c1cc(-c2ccc(Cl)cc2)nc2ccccc12)c1csc(N2CCOCC2)n1,-50,-7,-1,-4,-6,3,7,-15,-7
CC(C)Oc1ccc(/C=C(\C#N)C(=O)NC2CC2)cc1,-15,16,0,-1,-18,-1,11,-16,-9
Cc1nc([N+](=O)[O-])c(C(=O)OCc2ccccc2Br)n1C,-4,13,-1,-1,-5,2,7,-5,22
COc1cccc(-c2nnc(-c3ccccc3NC(=O)c3ccc(C(C)(C)C)cc3)o2)c1,6,-144,-4,-3,-7,6,-3,-14,12
CC(=O)Nc1cccc(NC(=O)c2ccc(C)c([N+](=O)[O-])c2)c1,20,5,1,-1,1,1,5,-15,-9
CCOc1ccccc1NC(=O)N1CCc2ccccc2C1,9,13,-5,2,4,1,-2,-3,1
CC1CCN(C(=O)COC(=O)c2cccs2)CC1,-7,-3,-5,-4,6,3,3,16,-2
O=C(COC(=O)c1ccc2ncsc2c1)Nc1cc(Cl)ccc1F,10,-36,-2,-4,0,-1,-10,-1,-2
COc1cccc(/C=C/c2ccc3cccc(O)c3n2)c1,16,-60,5,-5,89*,4,92*,93*,-20
COC(=O)c1cc(NC(=O)CN2CCOCC2)cc(C(=O)OC)c1,-1,16,-4,-2,-10,1,-11,-20,-2
O=C(NN=Cc1ccc([N+](=O)[O-])cc1)C1CC1,-6,29,-6,/,/,2,/,/,/
COc1cc(/C=C/C(=O)OCC(=O)NCCc2ccc(S(N)(=O)=O)cc2)ccc1OCC#N,-8,-163,2,-1,0,1,2,-3,4
COc1ccc(CCCC(=O)Nc2cc(C)ccc2OC)cc1,17,9,-6,2,6,0,2,-2,-5
O=C1NC(Cc2c[nH]c3ccccc23)C(=O)N1Cc1ccc(CN2C(=O)NC(Cc3c[nH]c4ccccc34)C2=O)cc1 (stereo not drawn),4,-9,3,-3,-3,-13,1,-8,-2
CCOC(=O)c1c(-c2ccc(C)o2)csc1NC(=O)CSc1ncn[nH]1,6,-6,-5,-1,1,0,3,4,3
COc1ccc(S(=O)(=O)N2CCC(C(=O)NC3CCCCC3)CC2)cc1C,5,13,-7,-2,-8,-2,-10,-16,-3
Cc1ccc(C#N)c(SCC(=O)Nc2nccs2)n1,21,-289,-12,-5,1,-29,0,-24,5
CC1(c2ccccc2)NC(=O)N(CC(=O)N2CC(=O)Nc3ccccc32)C1=O (stereo not drawn),4,13,-3,-1,9,1,1,5,5
Cc1ccccc1-c1nc(CN2CCC(C(=O)N3CCN(c4ccccn4)CC3)CC2)c(C)o1,-3,-20,-9,-4,-1,-4,-2,0,13
COC(=O)c1cc(=O)n(Cc2cccs2)c(=Nc2ccccc2)s1,3,23,2,-6,-3,2,-14,-20,28
COc1ccccc1NC(=O)C1CC(=O)OC1c1ccccc1 (stereo not drawn),0,19,-8,-1,0,2,0,0,6
CCCCN(C(=O)c1ccc(-c2ccc(Cl)cc2)o1)c1c(N)n(CC(C)C)c(=O)[nH]c1=O,-17,-60,0,-3,-1,-15,4,-1,2
O=C(O)CSc1nnc(-c2cccs2)n1-c1ccc(Cl)cc1,-21,-2,-7,1,1,1,0,-7,6
COc1cccc(C(=O)NCc2ccc3c(c2)cc(C)n3C)c1,-2,-17,7,-3,-2,-12,4,1,-4
Cc1c(C(=O)/C=C/N(C)C)nnn1-c1ccc(Cl)cc1C#N,-15,21,7,-1,-3,-3,5,-42,-5
C/C(=N\NC(=O)c1cc(C)[nH]n1)c1cccs1,-8,4,-3,-3,1,2,19,17,0
COc1ccc(CN2CCCC(C(=O)c3cccc(C(F)(F)F)c3)C2)cc1O (stereo not drawn),7,19,-4,-3,-3,0,10,0,-3
C=CC[C@@H](Cc1ccc(F)cc1)C(=O)OC[C@@H]1CCCN1C(=O)[C@@H](CC=C)CC(=O)N(CCO)Cc1ccccc1,20,24,1,-4,13,1,-9,-5,10
COc1ccccc1NC(=O)NNC(=O)CN1C(=O)COc2ccccc21,-8,3,-8,2,-1,0,5,-4,5
CCN(CCCNS(=O)(=O)c1cc(-c2cc(C)no2)ccc1C)Cc1ccccc1,9,13,1,-4,-1,1,13,-9,3
Clc1ccc(Cn2ccc3ccccc32)cn1,8,5,-1,-2,-8,-3,-8,-2,2
Cc1ccc(N2CCN(/N=C/c3sccc3C)CC2)cc1,5,20,-6,-4,-1,3,-4,-6,13
COc1ccc(/C=C/C2=NN(Cc3ccccc3)C(=O)CC2)cc1,9,-26,-4,1,-13,-1,-8,-18,-5
CCCOc1ccc(S(=O)(=O)N2C(=O)CC(=O)N(Cc3ccc(OCC)cc3)C2=O)cc1,-11,/,-3,1,1,/,-3,4,0
CSc1ncccc1C(=O)OCC(=O)N(CC(C)C)c1c(N)n(Cc2ccccc2)c(=O)[nH]c1=O,-8,4,-5,4,-2,-1,-8,5,-5
COc1cccc(-c2nnn(C/C(N)=N/O)n2)c1,-22,11,-6,-1,-6,1,6,-17,-11
O=C(NC1CCCCC1)c1csnn1,-6,2,-4,/,/,1,/,/,/
O=C(NCc1ccccn1)c1cc(S(=O)(=O)N2CCN(c3ccccc3)CC2)ccc1Cl,5,9,73*,1,3,-2,0,9,-2
CCCC(=O)Nc1ccc(Cl)c(NC(=S)NC(=O)c2ccco2)c1,8,18,-6,1,-1,-3,3,-6,-7
Cc1scc(C(=O)N/N=C/c2ccsc2)c1C,9,6,-6,-5,-14,3,-8,1,-23
O=C(NCCS(=O)(=O)N1CCN(c2ccccc2F)CC1)C1CC(=O)N(c2ccc(F)cc2)C1 (stereo not drawn),0,-2,0,-3,-8,2,12,-7,0
COC(=O)c1cc(N=CC2=C(O)CC(C)(C)CC2=O)cc(C(=O)OC)c1,-6,-302,-1,-2,0,3,2,-1,9
CC(=O)Nc1ccc2c(CSc3nncs3)cc(=O)oc2c1,8,-446,-10,0,0,-100,5,-19,-2

# (cont.)
SMILES,PfG6PD inh,SENP8 block-1,HKDC1 inh,MIN6 prolif,SENP8 block-2,SENP1 inh,SENP7 block,SENP6 inh,UBC13 polyUb
CC1CCN(c2ncnc3c2cnn3Cc2ccc(Cl)cc2)CC1,-9,21,3,-2,7,1,1,-3,14
CNc1nc(C)cc(C)c1S(=O)(=O)c1ccc(C)cc1,7,-485,0,1,-10,2,-2,3,5
Cc1cc(OCC(=O)Nc2cccnc2)c2c(C)c(C)c(=O)oc2c1,3,-187,1,-2,-3,2,-3,9,11
O=C(Cc1ccc(Nc2nc3ccc(Br)cc3[nH]2)cc1)NCCc1cccs1,27,-25,7,-8,-8,-9,5,-9,44
O=C(c1cc(C2CC2)on1)N1CCCC(N2CCN(c3cccc(C(F)(F)F)c3)CC2)C1 (stereo not drawn),-3,6,-3,1,5,1,5,-3,-1
Cc1ccc(N2CC(C(=O)NCC3CCCO3)CC2=O)cc1Cl (stereo not drawn),-1,31,4,4,-2,3,0,-2,2
N=C(N)SCc1ccccc1Cl,-1,9,4,-1,-4,1,-5,-18,9
COc1ccc(CC(=O)OCC(=O)Nc2cc(Cl)ccc2C)cc1,9,-1,0,3,-5,6,14,0,10
CCCNC(=O)Cn1cnc2sc(C(=O)N3CCN(CCC)CC3)c(C)c2c1=O,1,29,-2,1,0,-2,-5,16,-5
CC1(C)CC(=O)c2cc(OCC(=O)N3CCN(c4ccccc4F)CC3)ccc2O1,-1,-284,-7,-2,1,-1,1,-24,17
COc1ccc(NC(=O)C2CCC2)cc1S(=O)(=O)N1CCOCC1,3,0,-3,1,-18,0,-6,-6,-3
S=C(Nc1ccccc1Cl)N1CCN(Cc2ccccc2)CC1,7,6,-11,1,0,-2,-3,13,10
O=C(C1COc2ccccc2O1)N1CCN(c2nc3ccccc3s2)CC1 (stereo not drawn),-5,2,6,-2,4,1,5,15,0
c1ccc2c(c1)ccc1ccccc12,14,31,-6,-2,5,5,-1,12,12
Cc1ccc(NC(=S)NC2CCCC2)cc1,-5,25,-9,-4,1,0,10,6,-2
CCCCc1nc2sc3c(=O)[nH]cnc3c2c2c1CCCC2,-15,-18,-1,0,-3,1,0,-16,?
COc1cc(C2NC(=O)NC(C)=C2C(=O)OCC2CCCCC2)cc(Cl)c1O (stereo not drawn),9,11,1,-1,-1,24,0,13,0
O=C(CN1CCN(S(=O)(=O)c2ccccc2)CC1)NCCc1ccccc1,-18,6,1,1,-5,1,1,-4,10
Cc1ccc(NC(=O)N[C@@H](CC(C)C)C(=O)O)c(C)c1,0,24,-7,-2,-10,2,0,-10,-2
O=C(Cn1ccc([N+](=O)[O-])n1)c1ccccc1,-16,2,-1,-1,-5,2,10,2,1
COc1ccc(NC(=O)CN(C)C(=O)c2cccc(S(=O)(=O)Nc3ccc(OC)cc3)c2)cc1,2,-1,-4,3,-16,0,9,-12,-3
CCOc1ccccc1OCCOc1ccccc1CC,17,16,4,-3,-1,2,4,-7,-6
COc1ccc(NC(=O)N(C)C[C@H]2Oc3ccc(NC(=O)Nc4c(C)noc4C)cc3C(=O)N([C@H](C)CO)C[C@H]2C)cc1,-7,-7,2,-5,5,0,13,-23,1
CC(Sc1nncn1C)C(=O)Nc1ccc(S(N)(=O)=O)cc1 (stereo not drawn),7,22,-8,-3,-2,3,5,5,-2
COc1ccccc1N1CCN(C(=O)C2=CC=CN3CCS(=O)(=O)N=C23)CC1,-7,-8,-5,-1,-6,0,7,-3,2
COc1ccc(-[n+]2c(C)cc(/C=C3\Sc4ccccc4N3C)cc2C)cc1,/,43*,/,-6,4,-25,8,0,-74

# Molecules from the list above containing a furan ring, fused or not, in the order listed:
SMILES,PfG6PD inh,SENP8 block-1,HKDC1 inh,MIN6 prolif,SENP8 block-2,SENP1 inh,SENP7 block,SENP6 inh,UBC13 polyUb
CCOC(=O)c1c(-c2ccc(C)o2)csc1NC(=O)CSc1ncn[nH]1,6,-6,-5,-1,1,0,3,4,3
CCCCN(C(=O)c1ccc(-c2ccc(Cl)cc2)o1)c1c(N)n(CC(C)C)c(=O)[nH]c1=O,-17,-60,0,-3,-1,-15,4,-1,2
CCCC(=O)Nc1ccc(Cl)c(NC(=S)NC(=O)c2ccco2)c1,8,18,-6,1,-1,-3,3,-6,-7
